RGS8-Gao reg: modulates binding of RGS8 to human Galphao; multiplexed bead flow cytometry; actives lie on both sides; 220,000 tested, 0.34% active; P09471; response (percent of control binding), % at 10 µM; in the data active means response below about 60% or above about 140%; inactive means in between;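 further: Galphao activated as the GDP aluminium fluoride complex binding bead-coupled RGS8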
Target sequence (P09471 whole entry, looked up): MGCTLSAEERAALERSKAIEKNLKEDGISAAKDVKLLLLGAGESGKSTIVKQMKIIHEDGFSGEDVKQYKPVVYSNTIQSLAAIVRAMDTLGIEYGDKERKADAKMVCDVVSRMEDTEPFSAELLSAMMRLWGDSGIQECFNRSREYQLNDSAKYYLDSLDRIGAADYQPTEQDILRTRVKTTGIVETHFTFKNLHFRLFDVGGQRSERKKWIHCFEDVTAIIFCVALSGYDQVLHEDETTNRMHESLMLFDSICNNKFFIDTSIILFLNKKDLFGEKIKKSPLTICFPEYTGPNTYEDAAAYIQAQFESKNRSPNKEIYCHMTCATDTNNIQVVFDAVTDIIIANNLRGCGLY
ABCB1 block: inhibitors of human ABCB1 transporter, ABCG2 counter-screen; P08183; CCRF-Adr cells, JC-1 efflux, flow cytometry; inhibition, % at 6.6 µM; 190,000 tested, 0.067% active; in the data active means inhibition above about 40%;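 further: 0% = vehicle and 100% = reference inhibitor; higher value means more JC-1 retained so stronger ABCB1 efflux block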
ABCG2 block: blocks JC-1 efflux by human ABCG2 transporter. Q9UNQ0. IgMXP3 cells, flow cytometry. inhibition, % at 6.6 µM. 190,000 tested, 0.1% active. AID 1325;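 active means inhibition above 80%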;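 further: 0% = DMSO and 100% = nicardipine control wells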
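Test system: IgMXP3 (ABCG2) plus far-red-tagged CCRF-Adr (ABCB1) cells. Reagent: JC-1 dye as substrate. Timing: 10 min exposure at 25 °C with rotation, no wash. Measured by: flow cytometric JC-1 green MFI at 530 nm. Read-out: percent efflux inhibition, scaled nicardipine 100% to DMSO 0%. Control set: nicardipine and DMSO wells.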
Pf gametocyte: kills late stage P. falciparum gametocytes; 150,000 tested, 0.065% active; P. falciparum stage V gametocytes, ATP luminescence, 24 h; inhibition, % at 10.9 µM;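 active means inhibition above the mean plus 3 SD of compounds within the control limits, set per campaign, cut at about 38% in these data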;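 further: 0% = DMSO wells and 100% = medium only without gametocytes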
Mcl-1 Bim block: disrupts Bim peptide binding to human Mcl-1 | AID 1009 | inhibition, % at 10 µM | Q07820 | 190,000 tested, 0.1% active | Bead-based flow cytometry, Bim peptide-Mcl-1 binding; in the data active means inhibition above about 40%;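 further: 0% = no compound tracer wells and 100% = peptide blocker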
Target sequence (Q07820 whole entry, looked up): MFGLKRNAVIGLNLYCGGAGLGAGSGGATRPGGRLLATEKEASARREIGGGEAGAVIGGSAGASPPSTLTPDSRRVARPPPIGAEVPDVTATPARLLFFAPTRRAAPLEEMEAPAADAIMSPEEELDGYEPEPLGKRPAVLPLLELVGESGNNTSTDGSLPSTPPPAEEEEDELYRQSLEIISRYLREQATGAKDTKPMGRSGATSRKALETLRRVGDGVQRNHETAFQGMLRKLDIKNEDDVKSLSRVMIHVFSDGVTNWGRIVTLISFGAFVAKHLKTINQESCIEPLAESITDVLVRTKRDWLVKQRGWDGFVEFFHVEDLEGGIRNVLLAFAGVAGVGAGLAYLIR
Avidin fluor: avidin bead compound fluorescence profile | AID 1775 | Avidin beads, compound fluorescence 488/530 nm, flow cytometry; active compounds read high | 220,000 tested, 0.38% active | fluorescence (KMESF) at 10 µM; in the data active means fluorescence above about 47; further: inactives centre near 10
Mcl1-Noxa inh: disrupts binding of human Mcl-1 to Noxa peptide. Q07820. TR-FRET Mcl-1/Noxa peptide binding, 2 h. inhibition, % at 21.7 µM. 220,000 tested, 1.5% active;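 active means compounds that cut the protein-peptide binding signal by more than 50% relative to plate controls in a single-dose test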;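 further: His-tagged Mcl-1 with rhodamine Noxa BH3 peptide and terbium anti-His antibody; 0% = Mcl-1 plus Noxa peptide wells and 100% = peptide-only wells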
RGS7-Gao: modulates binding of RGS7 to human Galphao; P09471; Multiplexed bead flow cytometry; actives lie on both sides; binding response (% of control), % at 10 µM; 220,000 tested, 0.35% active; in the data active means binding response below about 49% or above about 150%; inconclusive means no clear call, values can overlap the other calls; inactive means in between;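 further: fluorescent Galphao held in activated GDP-AlF4 state binding bead-coupled RGS7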
GSH bead fluor: GSH bead compound fluorescence profile | GSH beads flow cytometry, compound fluorescence 488/530 nm; active compounds read high | fluorescence (KMESF) at 10 µM | 190,000 tested, 0.25% active | AID 1776; in the data active means fluorescence above about 89;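 further: glutathione beads carrying GST-tagged Bcl family fusion proteins plus one bare bead set; values are compound well signal with DMSO vehicle wells as background; inactives centre near 16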
Mcl1-Bid inh: disrupts binding of human Mcl-1 to Bid peptide; TR-FRET Mcl-1/Bid-Dy647 peptide binding, 1536-well; inhibition, % at 21.7 µM; Q07820; 220,000 tested, 0.97% active;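 active means compounds that cut the binding signal by more than half at the single screening dose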;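 further: His-tagged Mcl-1 with europium anti-His antibody binding Bid BH3 peptide; 0% = Mcl-1 plus peptide wells and 100% = peptide-only wells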
RGS4-Gao reg: modulates binding of RGS4 to human Galphao | binding response (% of control), % at 10 µM | P09471 | 220,000 tested, 0.33% active | AID 1415 | Multiplexed bead flow cytometry; actives lie on both sides; in the data active means binding response below about 49% or above about 150%; inactive means in between;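 further: fluorescent Galphao activated with aluminum fluoride binding bead-coupled RGS4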
An asterisk follows results filed as active; ? = inconclusive; / = no result given. Only part of the results is shown (hit frequency here may not be typical).

nr | compound | GSH bead fluor | Pf gametocyte | RGS7-Gao | Mcl1-Noxa inh | Mcl-1 Bim block | ABCB1 block | ABCG2 block | RGS8-Gao reg | Mcl1-Bid inh | Avidin fluor | RGS4-Gao reg
1 | Cn1c(O)c(C=NC2C(=O)C3(C)CCC2C3(C)C)c(=O)n(C)c1=O (stereo unspecified) | 17 | / | 108 | 14 | -2 | 0.4 | 4 | 104 | 2 | 13 | 102
2 | Cc1[nH]c2ccccc2c1C(=O)CN1CC=C(c2ccccc2)CC1 | 23 | -7 | 101 | 9 | -6 | 0.4 | -4 | 102 | -8 | 12 | 103
3 | C=C1C[C@]2(O)[C@@]3(C)CCC(=O)C(C)(C)C3=C(O)C(=O)[C@@]2(C)[C@@H]2C(=O)O[C@@](C)(C(=O)OC)C(=O)[C@@]12C | 22 | / | 100 | 9 | -6 | 0.2 | 0 | 100 | -5 | 7 | 97
4 | CCCCn1c(O)c(C(C)=NCC2CCCO2)c(=O)[nH]c1=O (stereo unspecified) | 33 | / | 97 | 4 | 0 | 0.1 | 0 | 99 | 0 | 13 | 100
5 | FCCN(CCF)c1cccc(Cl)c1 | / | / | ? | 7 | / | / | / | 92 | -27 | 6 | 86
6 | CCOC(=O)C1(CCc2ccccc2)CCN(Cc2ccco2)CC1 | 16 | -16 | 98 | -10 | 1 | -0.1 | 1 | 96 | -17 | 6 | 97
7 | CC1CN(c2cc([N+](=O)[O-])ccc2Cl)CC(C)N1 (stereo unspecified) | 29 | 14 | 101 | 2 | -10 | 0.0 | 6 | 98 | -9 | 10 | 102
8 | CCn1cc(/C=c2/sc3n(c2=O)C2c4ccccc4OC(C)(N=3)C2C(=O)OC)c(C)n1 (stereo unspecified) | 12 | -6 | 109 | 3 | 0 | 53* | 26 | 125 | 6 | 7 | 113
9 | Cc1ccc2[nH]c(=S)n(-c3cccnc3)c(=O)c2c1 | / | 7 | ? | 0 | / | / | / | 103 | -51 | 13 | 124
10 | Cc1ccc(C(=O)C2CN3CCC2CC3)cc1 (stereo unspecified) | 14 | / | 97 | -3 | 0 | 0.4 | 1 | 101 | -3 | 12 | 103
11 | Cc1ccccc1NC(=O)c1cc(-c2ccccc2)n(CCCN2CCOCC2)c1C | / | -2 | ? | 4 | / | / | / | 102 | 63* | 6 | 99
12 | O=C(c1ccc(CNS(=O)(=O)c2ccc(Br)cc2)cc1)N1CCC2(CC1)OCCO2 | 26 | 1 | 96 | 2 | -1 | 1.4 | 4 | 100 | 3 | 6 | 95
13 | COc1ccc(N2C(=O)NC(=O)/C(=C\c3ccccc3[N+](=O)[O-])C2=O)cc1 | 25 | 14 | 70 | 15 | 0 | -0.7 | -2 | 86 | -66 | 7 | 93
14 | O=C1NC(=O)C(CCc2ccncc2)(CCc2ccncc2)C(=O)N1CCc1ccccc1 | 13 | -10 | 95 | 8 | -56 | 0.2 | 1 | 98 | 11 | 7 | 93
15 | FC(F)(F)c1ccc2c(c1)nnn2C1CCN(Cc2nnnn2Cc2ccccc2)CC1 | 29 | / | 99 | -6 | -2 | 12 | 54 | 101 | 0 | 22 | 97
16 | COc1ccccc1-n1c(O)c(C=NC2CC2)c(=O)[nH]c1=O | 41 | -20 | 104 | 3 | 1 | 0.0 | -1 | 104 | -4 | 7 | 105
17 | CC(C)CN1CCN(Cc2ccc(C(F)(F)F)cc2)CC1CCO (stereo unspecified) | / | 4 | ? | -42 | / | / | / | 96 | -20 | 9 | 99
18 | O=C(COc1ccc2ccccc2c1)N1CCN(C2CCN(Cc3ccccc3)CC2)CC1 | 24 | 15 | 99 | 11 | -3 | 0.8 | 1 | 101 | -10 | 13 | 102
19 | C/C(=N\NC(=O)c1ccccc1)c1c(O)n(Cc2ccccc2)c(=O)[nH]c1=O | / | 6 | ? | 11 | / | / | / | 99 | -3 | 10 | 100
20 | O=C(c1cccc(Cl)c1)C1CCCN(Cc2ccon2)C1 (stereo unspecified) | 16 | 14 | 102 | 9 | 0 | -0.4 | 0 | 105 | -16 | 12 | 107
21 | COc1ccc(NC(=O)c2cn(CCC#N)nc2-c2cccc([N+](=O)[O-])c2)cc1 | / | -11 | ? | 9 | / | / | / | 105 | 3 | 16 | 110
22 | CC(=O)c1c(C)n(CC2CCCO2)c2ccc(O)cc12 (stereo unspecified) | 32 | -44 | 102 | / | 4 | -0.1 | 3 | 102 | -53 | 11 | 100
23 | NC1=C([N+](=O)[O-])C(c2ccc3c(c2)OCO3)c2c(c3ccccc3oc2=O)O1 (stereo unspecified) | / | 4 | ? | 26 | / | / | / | 104 | -51 | 8 | 106
24 | CCOC(=O)N(C)c1ccc(C(O)(C(=O)OC)C(F)(F)F)cc1 (stereo unspecified) | 34 | / | 106 | -16 | -4 | 0.5 | 2 | 105 | -15 | 4 | 104
25 | CN(C)CCNC(=O)c1cccn(Cc2cccc(C(F)(F)F)c2)c1=O | 15 | -4 | ? | -1 | 0 | 0.4 | 2 | 105 | -12 | 8 | 102
26 | Cn1c(O)c(C(=Nc2ccc(F)cc2)c2ccccc2)c(=O)n(C)c1=O | / | 1 | ? | -5 | / | / | / | 101 | 2 | 7 | 104
27 | CC(=O)OC(C)(C)/C=C/C(=O)[C@](C)(O)[C@H]1[C@H](O)C[C@@]2(C)[C@@H]3CC=C4[C@H](C[C@H](O)C(=O)C4(C)C)[C@]3(C)C(=O)C[C@]12C | 19 | / | 100 | -6 | -4 | 0.0 | -2 | 102 | -4 | 10 | 100
28 | C=CCn1c(O)c(/C=N/N2CCCCC2c2cccnc2)c(=O)[nH]c1=S (stereo unspecified) | 11 | / | 103 | -9 | -6 | 1.1 | 5 | 103 | -1 | 10 | 104
29 | CCCCC1(CCCC)C(=O)NC(=Nc2cccc(C)c2)NC1=O | 28 | / | 98 | 28 | 1 | 0.1 | 1 | 100 | 10 | 7 | 95
30 | COc1cccc(-n2c(O)c(C=NCCN3CCOCC3)c(=O)[nH]c2=O)c1 | 18 | / | 104 | 22 | -3 | 0.9 | 3 | 102 | -10 | 8 | 105
31 | CN=C(SCC(=O)c1cccc(Cl)c1)c1c(O)n(C)c(=O)n(C)c1=O | / | -5 | ? | -16 | / | / | / | 99 | -27 | 7 | 100
32 | CC(=O)C1C2c3ccccc3OC1(C)N=c1s/c(=C/c3cn(C)nc3C)c(=O)n12 (stereo unspecified) | 12 | / | 101 | 1 | -1 | 10 | 2 | 102 | 0 | 12 | 96
33 | CCOC(=O)C1CCN(C=C2C(=O)N(C)C(=S)N(C)C2=O)CC1 | 7 | / | 102 | -1 | 2 | 0.0 | 1 | 106 | -33 | 12 | 104
34 | c1cncc(CNC2=NCCCCC2)c1 | 44 | 15 | 84 | 0 | 1 | -0.3 | 0 | 92 | -28 | 9 | 89
35 | O=C(Nc1ccc(Cl)cc1C(=O)c1ccccc1)c1ccc(Br)o1 | 9 | -5 | 102 | -1 | 0 | 0.5 | 7 | 96 | -1 | 10 | 102
36 | C=CC(C)C(C(=O)c1ccccc1)N(C)C (stereo unspecified) | 10 | / | 101 | 47 | -1 | 0.5 | -1 | 106 | -23 | 13 | 103
37 | CC/C(=N\NC(=O)c1ccccc1)c1c(O)n(Cc2ccccc2)c(=O)[nH]c1=O | / | 13 | ? | 6 | / | / | / | 102 | 6 | 7 | 102
38 | Cc1ccc2c(c1)CNc1ccccc1O2 | 8 | / | 105 | 4 | 1 | 0.5 | 2 | 100 | -58 | 20 | 98
39 | CCCCCCN=Cc1c(O)n(C)c(=O)n(C)c1=O | 13 | / | 97 | 8 | 0 | 0.3 | 2 | 95 | -1 | 37 | 94
40 | CCc1ccc(-n2c(O)c(/C=N/N3CCCCC3c3cccnc3)c(=O)[nH]c2=O)cc1 (stereo unspecified) | 10 | / | 98 | 6 | 0 | 0.0 | -1 | 102 | -12 | 13 | 102
41 | Cc1ccccc1-n1c(-c2ccoc2)nc2ccccc2c1=O | 15 | / | ? | -3 | 0 | 1.4 | 4 | 101 | -16 | 10 | 102
42 | Cc1ccnc(-n2c(C)nc3ccccc3c2=O)c1 | 24 | / | 102 | 2 | -3 | 0.3 | 5 | 102 | -3 | 29 | 104
43 | O=C(Cc1ccc(Cl)c(Cl)c1)NCC1(N2CCOCC2)CCCCC1 | 18 | 3 | 103 | -8 | 1 | 1.0 | 1 | 100 | -4 | 7 | 101
44 | COc1ccc(/C=C2/C(=O)N(Cc3ccco3)C(=O)N(C(C)C)C2=O)cc1 | 12 | 11 | 95 | 20 | -4 | -0.5 | -6 | 96 | 4 | 1 | 97
45 | CSc1nnc(C2CCNCC2)n1C | 64 | / | 102 | 25 | 0 | 0.0 | 1 | 102 | 4 | 14 | 101
46 | C=CCC1C(=O)NC(=S)NC1=O | 9 | 5 | 125 | 17 | 4 | -0.2 | -1 | 94 | -44 | 9 | 100
47 | COc1ccccc1CCNCc1ccc(OC)c(OC)c1OC | 12 | 8 | 105 | 23 | 0 | 1.2 | 4 | 103 | -3 | 15 | 101
48 | Fc1ccc(CNCCc2ccccc2)cc1 | 12 | -12 | 106 | 32 | -3 | 0.6 | 4 | 106 | 26 | 26 | 107
49 | CCCCCc1nc2ccccc2c(=O)n1-c1ccc(Cl)cc1[N+](=O)[O-] | 10 | / | 102 | 5 | -1 | 1.5 | 7 | 98 | -15 | 10 | 97

Copied from the listing, six compounds:
nr | compound | GSH bead fluor | Pf gametocyte | RGS7-Gao | Mcl1-Noxa inh | Mcl-1 Bim block | ABCB1 block | ABCG2 block | RGS8-Gao reg | Mcl1-Bid inh | Avidin fluor | RGS4-Gao reg
1 | Cn1c(O)c(C=NC2C(=O)C3(C)CCC2C3(C)C)c(=O)n(C)c1=O (stereo unspecified) | 17 | / | 108 | 14 | -2 | 0.4 | 4 | 104 | 2 | 13 | 102
2 | Cc1[nH]c2ccccc2c1C(=O)CN1CC=C(c2ccccc2)CC1 | 23 | -7 | 101 | 9 | -6 | 0.4 | -4 | 102 | -8 | 12 | 103
3 | C=C1C[C@]2(O)[C@@]3(C)CCC(=O)C(C)(C)C3=C(O)C(=O)[C@@]2(C)[C@@H]2C(=O)O[C@@](C)(C(=O)OC)C(=O)[C@@]12C | 22 | / | 100 | 9 | -6 | 0.2 | 0 | 100 | -5 | 7 | 97
4 | CCCCn1c(O)c(C(C)=NCC2CCCO2)c(=O)[nH]c1=O (stereo unspecified) | 33 | / | 97 | 4 | 0 | 0.1 | 0 | 99 | 0 | 13 | 100
5 | FCCN(CCF)c1cccc(Cl)c1 | / | / | ? | 7 | / | / | / | 92 | -27 | 6 | 86
6 | CCOC(=O)C1(CCc2ccccc2)CCN(Cc2ccco2)CC1 | 16 | -16 | 98 | -10 | 1 | -0.1 | 1 | 96 | -17 | 6 | 97

Source: PubChem (several laboratories)
